Screens as filed in PubChem BioAssay.
KCNH2 3.1 inh: qHTS for Inhibitors of KCHN2 3.1: Mutant qHTS; Potassium voltage-gated channel subfamily H member 2, brain isoform KCNH2 3.1 (human); U2OS KCNH2 3.1, thallium flux FluxOr; stronger effect = lower value; activity change, % (tested at about 1.8 µM); hit rate 0.95% among 340,000;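 active = maximum activity change below -70%; inconclusive = maximum activity change from -70% to -50%; inactive = maximum activity change above -50%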;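 also: thallium influx rate constant from kinetic fluorescence after stimulation buffer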
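Normalized rate constant (relative to positive and negative DMSO controls) derived from a 2 min kinetic fluorescence read after stimulation; U2OS cells expressing the 3.1 isoform via virus at 1.77 x 10^8 /mL.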
B2AR arrestin: qHTS assay of beta-arrestin-biased ligands of beta2-adrenergic receptor. Beta-2 adrenergic receptor (Homo sapiens), P07550. beta-arrestin recruitment to beta2AR, cell-based reporter. Potency, µM (titrated, usually from 46.1 µM), without a hit: at the top dose activation, usual class: activators. hit rate 0.02% among 330,000. AID 492947, 2010;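 also: potency is read from the fitted curve at half-maximal effect; 0% = DMSO controls and full agonism = EC100 isoproterenol or metaproterenol; nearly all actives have a fitted effect of over 65% in size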
Target sequence (P07550 whole entry, looked up): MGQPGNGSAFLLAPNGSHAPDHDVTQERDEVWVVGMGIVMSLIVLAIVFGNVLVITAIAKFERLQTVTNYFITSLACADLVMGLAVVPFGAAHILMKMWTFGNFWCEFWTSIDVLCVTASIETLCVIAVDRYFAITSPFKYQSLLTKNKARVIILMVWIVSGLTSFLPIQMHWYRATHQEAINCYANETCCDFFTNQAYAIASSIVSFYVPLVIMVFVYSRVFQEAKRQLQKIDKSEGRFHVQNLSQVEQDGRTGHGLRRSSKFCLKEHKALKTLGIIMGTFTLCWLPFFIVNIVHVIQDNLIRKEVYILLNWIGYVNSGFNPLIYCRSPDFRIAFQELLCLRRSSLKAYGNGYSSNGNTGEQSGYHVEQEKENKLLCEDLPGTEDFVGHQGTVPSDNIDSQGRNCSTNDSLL
USP2a block: qHTS Assay for Inhibitors of Ubiquitin-specific Protease USP2a Using CHOP2 as the Reporter; Potency, µM (top dose mostly 38.3 µM), inactives show at the top dose activity change, negative = inhibition, most hits filed as inhibitors; USP2 core, Ub-CHOP2 coupled fluorogenic reporter, 485/531; hit rate 0.01% among 330,000; AID 463254, 2010;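 also: potency is read from the fitted curve at half-maximal effect; plate controls were DMSO wells for no effect and full inhibition by NEM control for full effect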
Target sequence (O75604 whole entry, looked up): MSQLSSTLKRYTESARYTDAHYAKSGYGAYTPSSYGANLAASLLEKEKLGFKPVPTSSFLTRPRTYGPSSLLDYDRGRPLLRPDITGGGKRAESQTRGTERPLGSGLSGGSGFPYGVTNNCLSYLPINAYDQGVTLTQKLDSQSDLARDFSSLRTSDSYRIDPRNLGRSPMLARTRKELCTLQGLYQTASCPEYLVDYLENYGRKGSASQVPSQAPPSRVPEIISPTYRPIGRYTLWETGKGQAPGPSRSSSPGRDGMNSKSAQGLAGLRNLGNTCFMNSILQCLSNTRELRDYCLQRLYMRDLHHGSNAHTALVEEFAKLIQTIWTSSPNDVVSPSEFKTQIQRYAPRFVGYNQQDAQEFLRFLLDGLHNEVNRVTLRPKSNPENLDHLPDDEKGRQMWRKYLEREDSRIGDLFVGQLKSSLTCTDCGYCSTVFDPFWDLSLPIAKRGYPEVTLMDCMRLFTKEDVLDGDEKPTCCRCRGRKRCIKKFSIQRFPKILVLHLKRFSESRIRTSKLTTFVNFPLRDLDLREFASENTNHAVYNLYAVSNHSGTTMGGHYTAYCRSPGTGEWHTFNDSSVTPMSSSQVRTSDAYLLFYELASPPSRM
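USP2 core (10nM final) preincubated 30min RT with compound in 20mM Tris-HCl pH 8.0, 2mM CaCl2, 2mM beta-mercaptoethanol, 0.05% CHAPS; 25nM Ub-CHOP2 plus 25nM reporter substrate added, fluorescence (Ex485/Em531) read after 60min.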
KCNH2 WT inh: qHTS for Inhibitors of KCHN2 3.1: Wildtype qHTS; U2OS, BacMam KCNH2, thallium flux FluxOr; stronger effect = lower value; activity change, % at 1.84 µM; hit rate 0.37% among 340,000;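 active = maximum activity change below -70%; inconclusive = maximum activity change between -70% and -50%; inactive = maximum activity change above -50%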
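U2OS cells transduced with wild-type KCNH2 virus are loaded with FluxOr dye for 45 min, and thallium flux is measured in kinetic reads before and after stimulation buffer. Rate constants are normalized to DMSO controls.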
Giardia killer: Small Molecules that selectively kill Giardia lamblia: qHTS | hit rate 0.15% among 340,000 | Giardia lamblia trophozoite viability | activity change, % at 7.66 µM, hits read low; in the data active = activity change below about -80%; inconclusive = between about -30% and that limit;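 also: parasites exposed to compound for two days anaerobically before the ATP read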
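ATP-content bioluminescence gauges trophozoite survival. Cells (100/well) receive compound and incubate anaerobically for 48 hrs at 37 deg C; detection reagent follows for 15-30 min at room temperature.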
FBPA coupling cs: qHTS Assay for Inhibitors of Fructose-1,6-bisphosphate Aldolase from Giardia Lamblia: Coupling assay counterscreen | coupling enzyme system counterscreen, AmpLite Red fluorescence | activity change, negative = inhibition, % at 58.2 µM, hits read low | hit rate 0.67% among 290,000 | AID 2472, 2010; in the data active = activity change below about -30%
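First, compound is pin-transferred into glyceraldehyde-3-phosphate coupling-enzyme reagent at 57.5 uM final and held 10 min at RT. Next, substrate, coupling system and AmpLite Red are added. After 20 min RT, fluorescence (525/598 nm) is read.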
Chronic BCR inh: qHTS Assay to Find Inhibitors of Chronic Active B-Cell Receptor Signaling; ABC-DLBCL IkBa-CBG/CBR reporter, luminescence ratio, 4 h; Potency, µM (top dose mostly 46.1 µM), for inactives: at the top dose ratio change, negative = lower green/red ratio, hits mostly inhibitors; hit rate 0.05% among 340,000; AID 493014, 2011; active = well fitted inhibition curve with a large enough effect in the signal ratio, with a control signal flat, not every such curve was filed as active; inconclusive = small, poorly fitted or top-dose-only effect, or effect the other way, or a change in a side signal; the % refers to the signal ratio;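 also: potency is read from the fitted curve at half-maximal effect; plate controls were basal doxycycline-induced cells for no effect and cells given 10 µM MG132 for full effect; MG132 reads +100%, hits lower the ratio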
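Concentration-response series (up to 46 uM) were applied to TMD8 dual-reporter cells for 4 h at 37C with doxycycline. Green/red ratio, after filter-overlap correction, defined %Activity; red signal alone was normalised to basal cells and zero luminescence.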
GALK inh: qHTS Assay for Inhibitors of Human Galactokinase (GALK) | P51570 | Purified GALK, Kinase-Glo residual ATP luminescence | Potency, µM (series often up to 57.5 µM), for inactives: top-dose activity change, negative = inhibition, actives largely listed as inhibitors | hit rate 0.007% among 270,000 | AID 1868, 2009; also: potency is read from the fitted curve at half-maximal effect
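Luminescence from leftover ATP (Ultra-Glo luciferase/luciferin) served as read-out after a 1 h room-temperature reaction of 5 nM GALK with 35 uM ATP and 100 uM galactose.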
Eya2 phos inh: qHTS Assay for Inhibitors of the Phosphatase Activity of Eya2 | recombinant Eya2, OMFP fluorescence dephosphorylation (OMFP is methylfluorescein phosphate) | Potency, µM (series often up to 76.9 µM), without a hit: at the highest dose activity, negative = inhibition, actives largely listed as inhibitors | hit rate 0.006% among 330,000; also: potency is read from the fitted curve at half-maximal effect
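Eya2 protein (added as 0.2 uM solution) was preincubated with compound for 10 min at ambient temperature in 50 mM HEPES pH 7.5, 50 mM NaCl, 5 uM MgCl2, 0.05% BSA, 1 mM DTT. OMFP (added at 50 uM) then reacted 10 min; fluorescence read at 485/525 nm.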
uPA generation: qHTS for Inhibitors of Cell Surface uPA Generation; cell surface uPA generation assay, qHTS; Potency, µM (top dose mostly 38.3 µM), for the others: at the highest dose activity change, negative = inhibition, most hits filed as inhibitors; hit rate 0.31% among 330,000; AID 540303, 2011; active = well fitted inhibition curve with a large enough effect; inconclusive = small, poorly fitted or top-dose-only effect; inactive = no such curve, though single readings can be large or run the other way; tested in mouse RAW 264.7 cells; also: potency is read from the fitted curve at half-maximal effect; nearly all actives have a fitted effect of over 55% in size
PKM2 activator: qHTS Assay for Activators of Human Muscle isoform 2 Pyruvate Kinase; purified PKM2, Kinase-Glo ATP luminescence, activation; response scale: 0% is enzyme alone, no compound; Potency, µM (titrated, usually from 57.5 µM), inactives show top-dose activation, actives largely listed as activators; hit rate 0.34% among 260,000; also: potency is read from the fitted curve at half-maximal effect; nearly all actives have a fitted effect of over 55% in size
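Purified hPK-M2 (>95%) run at intermediate activity with 0.1 mM ADP and 0.5 mM PEP in 50 mM imidazole pH 7.2, KCl, MgCl2; 1 h room temperature. ATP formed read by Kinase-Glo luminescence; normalized to uninhibited and no-enzyme controls.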
* hit, by the source's call; i = inactive; ? = inconclusive; · = no result given; [ ] = remark or other dose. Unless noted, calls follow the shape of the dose curve; as a rule, active = well fitted curve in the direction sought with a large enough effect; inconclusive = small, poorly fitted or top-dose-only effect, or another doubt; inactive = no such curve, though single readings can be large; an effect the other way counts as inactive or inconclusive. Unless noted, % is scaled to controls: 0 for no effect and ±100 for the full control effect. Compounds as they come. About 2.4% of those tested had a hit in this group.

no. | SMILES | KCNH2 3.1 inh | B2AR arrestin | USP2a block | KCNH2 WT inh | Giardia killer | FBPA coupling cs | Chronic BCR inh | GALK inh | Eya2 phos inh | uPA generation | PKM2 activator
1 | COc1cc(NC(=O)c2cc([N+](=O)[O-])ccc2Br)ccc1NC(=O)c1ccco1 | -7 | -0.8% | -4% | 4 | 0 | -4 | ? | 1% | 0% | ? | -9%
2 | Cc1ccc(CSc2nccc(-c3c(C)nc4ccccn34)n2)cc1 | -9 | -0.7% | -1% | -6 | -27 | 4 | -7% | 0% | -3% | ? | 2%
3 | O=C(NCC1CCCO1)c1ccccc1OCc1ccc(F)cc1 (configuration not stated) | -8 | 0.1% | -1% | -5 | -7 | · | 12% | · | -2% | -5% | ·
4 | Cc1cccc(C2=NOC(=O)/C2=C\c2ccccc2F)c1 | 19 | 0.0% | -1% | -12 | 35[activator] | · | -7% | · | 13% | -17% | ·
5 | COc1ccc(S(=O)(=O)NC(C)C(=O)NCc2ccco2)cc1OC (configuration not stated) | 32 | -1.7% | 3% | -5 | 20 | 0 | ? | 15% | 3% | 8% | -3%
6 | Cn1c(N)c(C(=O)COC(=O)CCc2ccccc2)c(=O)n(C)c1=O | -6 | 0.2% | 3% | -11 | 8 | 4 | 7% | 5% | 11% | -1% | -7%
7 | CC(C)(C)OC(=O)N1CCC(C(=O)NNC(=O)c2ccc(Cl)cc2Cl)CC1 | -3 | 0.2% | 4% | 3 | -7 | · | 1% | 6% | -9% | 1% | ·
8 | CN(CCC#N)C(=O)c1ccc(CNS(=O)(=O)c2ccc(F)cc2)cc1 | 2 | -0.7% | 3% | 9 | -2 | 0 | 0% | -1% | -9% | -5% | 1%
9 | COc1cc(C(=O)NNC(=O)CN2C(=O)NC3(CCCC3)C2=O)cc(OC)c1OC | -3 | -1.0% | 0% | -9 | -1 | · | 3% | · | -11% | 5% | ·
10 | CC(NC(=O)CCNC(=O)c1ccccc1Cl)c1ccc(-n2ccnc2)cc1 (configuration not stated) | 8 | 0.2% | 1% | 1 | 12 | · | 2% | -8% | 1% | 5% | -2%
11 | CCOc1ccccc1-c1nc(CN(Cc2cnn(C)c2)C(C)C)c(C)o1 | 4 | 0.2% | 1% | -5 | -14 | 3 | 3% | 0% | -3% | 0% | -6%
12 | COc1ccc(Cl)cc1NC(=O)CCNC(=O)Cn1ccc2ccccc2c1=O | -1 | 0.0% | 3% | -10 | -12 | -1 | -5% | -2% | -7% | 13% | -7%
13 | COc1ccc(S(=O)(=O)N2CCN(CC(=O)c3ccc(O)c(O)c3)CC2)cc1 | 13 | -0.3% | 1% | -15 | -13 | · | ? | -8% | -4% | -20% | ·
14 | Cc1cc(NC(=O)CSc2nnc(C)n2-c2ccccc2C)no1 | 8 | 0.5% | 10% | 8 | -23 | 2 | 1% | -1% | 4% | 2% | -3%
15 | Cc1ccc(NS(=O)(=O)c2cccc3nsnc23)cc1 | 1 | -0.3% | 1% | -1 | -7 | -38* | 1% | -1% | -15% | -7% | 16%
16 | COc1ccc(CCNS(=O)(=O)c2c(N)n(C)c(=O)n(C)c2=O)cc1OC | 15 | 0.1% | 3% | i | -27 | 2 | -4% | 9% | 6% | 1% | 9%
17 | CCc1ccc(C(=O)NNC(=O)[C@H](C)NC(=O)c2ccco2)cc1 | -13 | 0.0% | -7% | -2 | 4 | · | -1% | · | 1% | -8% | ·
18 | CC(=O)c1c(C)[nH]c(C(=O)COC(=O)c2ccc3c(=O)n4c(nc3c2)CCC4)c1C | 11 | -0.2% | 7% | -5 | 4 | 4 | 2% | 2% | -2% | 1% | -22%
19 | CC1(C)C(=O)Nc2ccccc2N1C(=O)COC(=O)c1cccnc1Cl | 36 | 0.1% | 4% | 10 | -1 | · | -1% | · | 15% | -14% | ·
20 | CC(=O)c1ccc(NC(=O)c2ccc(C)c(Br)c2)cc1 | -10 | -0.1% | 4% | 6 | -11 | -8 | ? | -1% | -4% | -1% | 3%
21 | CN1CCN(C(=O)C2CC(=O)N(c3ccc(F)c(Cl)c3)C2)CC1 (configuration not stated) | 4 | 0.4% | 0% | -3 | -3 | 3 | 7% | 2% | -12% | -10% | 6%
22 | CN(CC(=O)Nc1c(F)cccc1F)Cc1cccs1 | -5 | -0.1% | 1% | -2 | -3 | 1 | 1% | 1% | -2% | -5% | -2%
23 | NS(=O)(=O)c1ccc(NC(=S)Nc2ccc(OCc3ccccc3)cc2)cc1 | -1 | -0.1% | -1% | -4 | 3 | 1 | 1% | 1% | 10% | 8% | 1%
24 | COCC(C)n1c(SCC(=O)NC(=O)Cc2ccccc2)nc2ccccc2c1=O (configuration not stated) | -12 | 0.2% | 0% | -9 | 5 | · | -3% | · | -3% | -19% | ·
25 | CCc1ccc(NC(=O)c2cc(S(=O)(=O)N3CCc4ccccc43)cn2C)cc1 | -19 | 3.6% | 3% | 7 | -6 | -3 | -12% | · | -9% | -7% | 2%
26 | CCCCCCCCOC(=O)C1=C(C)Nc2nnnn2C1c1cccs1 (configuration not stated) | 1 | -0.3% | -16% | -1 | -1 | -5 | ? | -3% | ? | 5% | 0%
27 | O=[N+]([O-])c1ccc(N2CCN(Cc3ccccc3)CC2)nc1 | 4 | 0.0% | -2% | 2 | -20 | -1 | 3% | 7% | -3% | 5% | ·
28 | COc1ccccc1NC(=O)CC1C(=O)Nc2ccccc2N1C(=O)c1ccccc1 (configuration not stated) | 0 | 0.2% | 3% | -6 | 19 | 2 | 1% | 4% | 3% | 8% | -1%
29 | O=C1c2ccccc2S(=O)(=O)N1Cc1cccc(S(=O)(=O)N2CCOCC2)c1 | 9 | -0.3% | 1% | -6 | -1 | 4 | 0% | 7% | 1% | 8% | -1%
30 | O=C(CNc1cc(S(=O)(=O)N2CCOCC2)ccc1NCC1CCCO1)Nc1ccc(F)c(F)c1 (configuration not stated) | -13 | -0.5% | 0% | -3 | -14 | · | ? | -7% | -1% | -5% | -9%
31 | COCCCNc1nc2nonc2nc1NCCSC | -4 | -1.0% | -1% | -11 | -25 | 0 | -4% | 3% | 0% | 0% | 3%
32 | COc1ccccc1C(=O)Nc1ccc2c(c1)nc1n2CCSC1 | 14 | -0.4% | -1% | 0 | -4 | 0 | ? | 0% | -4% | · | -1%
33 | Cc1cc(C)c(C(=O)COC(=O)c2nn(C)c(=O)c3ccccc23)cc1C | -17 | 0.3% | 1% | 5 | 21 | · | 5% | · | 6% | -6% | ·
34 | Cc1ccc(NC(=O)NC2CCCCC2)c(C)c1 | 17 | -0.6% | 1% | -15 | 7 | -1 | -3% | 0% | 10% | -3% | 1%
35 | Cc1ccc(NC(=O)c2ccc3c(c2)C(=O)N(CC2CCCO2)C3=O)cc1C (configuration not stated) | -24 | 7.1µM* | 8% | 6 | -2 | 1 | ? | -1% | -17% | -2% | -3%
36 | O=C(c1ccc(OC2CCN(Cc3ccccn3)CC2)cc1)N1CCCCO1 | -12 | -0.9% | 0% | -7 | -10 | -1 | -2% | -2% | 11% | 1% | -7%
37 | CC(=O)N1CCCc2cc(S(=O)(=O)N(CC(C)C)CC(C)C)ccc21 | 6 | -0.1% | 2% | -2 | 4 | -2 | -3% | -3% | -2% | 0% | 16%
38 | Cc1cccc(C(=O)Nc2ccc(C(=O)N/N=C/c3ccc4c(c3)OCO4)cc2)c1 | -1 | 0.1% | 3% | -3 | -2 | 3 | ? | 16% | -5% | 0% | 1%
39 | O=c1c(Br)c(Br)cnn1-c1ccccc1 | -3 | -0.7% | 0% | -2 | -8 | 0 | ? | -10% | 8% | 2% | -3%
40 | CC(=O)c1cc(-c2ccccc2)n(CC(=O)N2CCCCC2)c1C | 7 | 0.5% | 2% | -2 | 8 | 4 | 16% | 3% | -35% | · | -3%
41 | O=C(CN1CC(=O)Nc2ccccc21)Nc1ccc(F)c(F)c1 | 7 | -0.4% | 3% | -7 | -9 | -22 | ? | 9% | 6% | -1% | 14%
42 | Cc1nc(Cl)c(C#N)c2c1CCCC2 | 3 | -0.4% | 3% | 1 | 5 | 1 | 6% | 3% | -2% | 4% | -10%
43 | CCOc1ccccc1N(CC(=O)NCCOC)C(=O)CCC(=O)Nc1ccccn1 | -19 | 0.3% | -1% | -1 | 16 | 5 | 9% | 3% | 14% | 3% | 0%
